VP16 counter – inhibits Gal4-VP16 luciferase reporter, ROR gamma counter-screen; Drosophila S2 Gal4-VP16 UAS-luciferase, luminescence, 20 h; Potency, µM (titrated, usually from 53.6 µM), without a hit: at the top dose activity, negative = inhibition, usual class: inhibitors; 310,000 tested, 3.5% active; AID 2546;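 note: Gal4-VP16 expression switched on by copper sulfate through the metallothionein promoter; % is set by controls: 0 for no effect and ±100 for the full control effect; nearly all actives have a fitted effect of over 50% in size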
Menin-MLL TR inh – menin-MLL binding inhibition, Texas Red mutant peptide; O00255; Menin + Texas Red MLL mutant peptide, fluorescence polarization; Potency, µM (top dose mostly 61.6 µM), without a hit: at the top dose FP activity change, negative = inhibition, usual class: inhibitors; 270,000 tested, 0.23% active; active = well fitted inhibition curve with a large enough effect in the polarisation, with a control signal flat, not every such curve was filed as active; inconclusive = small, poorly fitted or top-dose-only effect, or effect the other way, or a change in a side signal; inactive = no such curve, though single readings can be large or run the other way; the % refers to the polarisation; note: % of control where 0% means no effect; many of its hits are not listed in these tables
Target sequence (O00255 whole entry, looked up): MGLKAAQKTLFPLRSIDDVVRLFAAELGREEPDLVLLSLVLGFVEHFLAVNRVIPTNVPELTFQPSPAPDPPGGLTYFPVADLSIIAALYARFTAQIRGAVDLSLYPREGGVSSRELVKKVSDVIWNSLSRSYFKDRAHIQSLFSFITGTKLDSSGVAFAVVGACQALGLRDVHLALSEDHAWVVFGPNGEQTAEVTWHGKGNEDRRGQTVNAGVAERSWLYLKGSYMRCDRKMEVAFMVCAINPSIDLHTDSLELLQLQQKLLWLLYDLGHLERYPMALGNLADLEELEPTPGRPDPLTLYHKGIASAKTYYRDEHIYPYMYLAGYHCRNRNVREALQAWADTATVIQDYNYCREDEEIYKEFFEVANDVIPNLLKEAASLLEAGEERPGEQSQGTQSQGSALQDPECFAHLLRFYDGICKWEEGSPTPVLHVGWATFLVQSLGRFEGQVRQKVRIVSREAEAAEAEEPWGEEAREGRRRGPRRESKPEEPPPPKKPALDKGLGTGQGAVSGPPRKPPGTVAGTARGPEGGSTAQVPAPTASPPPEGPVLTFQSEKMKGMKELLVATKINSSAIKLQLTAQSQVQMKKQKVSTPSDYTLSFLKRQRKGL
RORg inh – blocks mouse ROR gamma transcriptional activity; Potency, µM (doses to about 53.6 µM), for the others: at the top dose activity change, negative = inhibition, usual class: inhibitors; P51450; Drosophila S2 Gal4-RORgamma UAS-luciferase reporter, 20 h; 310,000 tested, 5.4% active; note: % is set by controls: 0 for no effect and ±100 for the full control effect; nearly all actives have a fitted effect of over 60% in size
Target sequence (P51450 whole entry, looked up, the tested form may be a part): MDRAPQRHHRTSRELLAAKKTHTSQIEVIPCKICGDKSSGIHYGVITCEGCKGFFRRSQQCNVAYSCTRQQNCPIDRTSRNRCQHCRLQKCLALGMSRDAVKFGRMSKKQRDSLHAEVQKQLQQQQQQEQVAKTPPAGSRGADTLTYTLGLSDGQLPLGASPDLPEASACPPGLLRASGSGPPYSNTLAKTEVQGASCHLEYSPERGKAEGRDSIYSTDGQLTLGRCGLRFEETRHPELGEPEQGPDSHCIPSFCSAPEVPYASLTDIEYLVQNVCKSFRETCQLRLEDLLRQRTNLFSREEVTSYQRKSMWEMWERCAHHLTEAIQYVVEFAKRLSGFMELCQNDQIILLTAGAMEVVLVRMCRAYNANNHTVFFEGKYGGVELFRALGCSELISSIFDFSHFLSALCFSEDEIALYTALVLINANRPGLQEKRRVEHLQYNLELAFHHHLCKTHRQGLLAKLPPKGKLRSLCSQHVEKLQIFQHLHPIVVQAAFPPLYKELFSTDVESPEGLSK
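Stably transfected Drosophila Schneider cells are the test system, with ROR gamma fused to Gal4 and luciferase under UAS control; luminescence is read after 20 hr of 700 uM copper sulfate induction at ambient temperature.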
An asterisk follows results filed as active; ? = inconclusive; & = joins results of further samples; ! = a repeat was not active; [ ] = remark or other dose. Unless noted, calls come from the whole dose curve; as a rule, active = well fitted curve in the direction sought with a large enough effect; inconclusive = small, poorly fitted or top-dose-only effect, or another doubt; inactive = no such curve, though single readings can be large; an effect the other way counts as inactive or inconclusive. Potency is the fitted concentration of half-maximal effect. A portion of the library (hit frequency here may not be typical).

Results follow in this order: VP16 counter | RORg inh | Menin-MLL TR inh
O=C1N=C2SCCN2C(=O)C1Cc1ccc(Cl)cc1 (centres undefined)
  4.3% | 7.7% | -6.4%
NC[C@@H]1O[C@H](O[C@@H]2[C@H](O[C@@H]3O[C@H](CO)[C@@H](O)[C@@H]3O)[C@@H](O)[C@@H](N)C[C@H]2N)[C@@H](N)[C@H](O)[C@@H]1O
  -1.4%[17 µM] | 7.4%[2.98 µM] | 7.3%[24.8 µM]
N#Cc1cccc(-c2cc(NCc3cccnc3)ncn2)c1
  6.6% | 17.5% | -5.9%
C=CC(=O)O
  -1.9% | 9.4%[10 µM] | -1.0%
O=C(CCCCCCCCCCCCC1CCCC1)Nc1ccc(S(=O)(=O)c2ccc(NC(=O)CCCCCCCCCCCCC3CCCC3)cc2)cc1
  5.5% | 2.0% | ?
CC(C)CC(NC(=O)C(COC(C)(C)C)NC(=O)C(Cc1ccc(O)cc1)NC(=O)C(CO)NC(=O)C(Cc1c[nH]c2ccccc12)NC(=O)C(Cc1cnc[nH]1)NC(=O)C1CCC(=O)N1)C(=O)NC(CCCN=C(N)N)C(=O)N1CCCC1C(=O)NNC(N)=O (centres undefined)
  3.3%&0.8% | -2.9%&7.4% | 0.8%&-10.5%
OC/C=C/c1ccc(O)c(O)c1
  -13.7% | 0.1% | 3.8%
COc1ccc(CNc2ncncc2-c2cccc(NS(C)(=O)=O)c2)c(OC)c1
  11.5% | ? | 14.1%
CC(O)c1cccc2cc(C(O)CNC(C)(C)C)oc12 (centres undefined)
  1.5% | 0.7% | 4.4%
CC(C)CCN1CCc2nc(COc3ccccc3)c3c(c2C1)COC(C)C3 (centres undefined)
  0.4%[10 µM] | 0.6%[10 µM] | 42.9%[activator][11.7 µM]
CC(C)CCN1CCc2nc(-c3ccccc3)c3c(c2C1)COC(C)C3 (centres undefined)
  2.1%[10 µM] | 6.0%[10 µM] | -0.8%[11.7 µM]
COc1cccc(-c2nc(NCc3ccc(OC)cc3OC)c3ccccc3n2)c1
  4.8% | -10.5% | 34.7%[activator]
O=C1/C(=C/c2ccc(O)c(O)c2)Oc2ccccc21
  ? | ? | ?
C[C@@H]1NC(=O)[C@@H](C)COC(=O)[C@H](C)NC(=O)[C@@H](C)COC1=O
  -7.9%[10 µM] | 7.6%[10 µM] | 8.6%[11.7 µM]
CCC(=O)c1ccc2c(c1)N(CCCN1CCN(CCO)CC1)c1ccccc1S2
  -28.0% | ? | -6.6%
CC[C@@]12CCCN3CCc4c(n(c5ccccc45)C(=O)C1)[C@H]32
  -2.7%[17 µM] | -1.4%[16.9 µM] | -11.1%[24.8 µM]
Oc1cc(O)cc(O)c1
  2.9% | -21.1%[10 µM] | 1.0%
CCOC(=O)C1C(C(=O)OC)=C(CC(C)C)c2ccccc2N1S(=O)(=O)C(F)(F)F (centres undefined)
  4.8% | 34.4% | -0.8%
C[C@H](O)CO[C@H]1[C@H]2O[C@H]3[C@H](O)[C@@H](O)[C@@H](O[C@H]4[C@H](O)[C@@H](O)[C@@H](O[C@H]5[C@H](O)[C@@H](O)[C@@H](O[C@H]6[C@H](O)[C@@H](OC[C@H](C)O)[C@@H](O[C@H]7[C@H](O)[C@@H](OC[C@H](C)O)[C@@H](O[C@H]8[C@H](O)[C@@H](O)[C@@H](O[C@@H]([C@@H]1O)[C@@H](CO)O2)O[C@@H]8CO)O[C@@H]7CO)O[C@@H]6CO)O[C@@H]5CO)O[C@@H]4CO)O[C@@H]3CO
  -1.3% | -0.5% | 5.7%[24.8 µM]
COc1cc(NCc2ccc3nc(N)nc(N)c3c2C)cc(OC)c1OC
  -9.1%&-4.4% | -17.2%&-43.1% | 25.1µM*!
COc1cc(OC)cc(-c2nnc3n2N=C(c2ccc(OC)cc2OC)CS3)c1
  -3.5% | ? | 15.6%
CC1CCC(C(=O)O)NC1c1ccc(C#CCN(C)C)cc1 (centres undefined)
  8.7%[10 µM] | -18.7%[10 µM] | -1.0%[11.7 µM]
CCOC(=O)C(CCc1ccccc1)NC(C)C(=O)N1CCCC1C(=O)O (centres undefined)
  6.1% | 5.8% | 3.7%
O=S(O)CO
  -1.3% | 14.1% | 1.9%
CS(=O)(=O)N1CCC[C@@]2(CCN(c3ccncc3)C2)C1
  -9.4% | -2.8% | 14.0%
CCOC(=O)CCN1C(=O)[C@H]2[C@H]3[C@H](O)[C@H](O)C/C(=N/OC[C@@H](O)COCc4ccco4)[C@@H]3CC[C@@H]2C1=O
  -2.4%[10 µM] | 0.9%[10 µM] | -8.9%[11.7 µM]
CC(C)[C@@H](CC(=O)N[C@@H]1CCNC[C@H]1C(=O)N[C@H](CC(=O)N[C@@H](CCC(=O)O)CC(=O)O)Cc1c[nH]c2ccccc12)NC(=O)C[C@H](Cc1c[nH]c2ccccc12)NC(=O)[C@@H]1CCCC[C@H]1N
  -0.6% | -9.9% | -3.5%
Cc1cccc(CNc2ccnc(-c3ccc(C(=O)N(C)C)cc3)n2)c1
  -2.6% | 23.0% | -3.9%
COc1ccc(Oc2ncc3ncc(=O)n(Cc4ccc(F)cc4)c3n2)cc1
  -14.3% | -8.3% | 14.6%
COc1cccc(Cn2c(=O)c(-c3ccccc3)nc3cnc(OC)nc32)c1
  5.8% | -35.0% | ?
COC(=O)[C@H]1O[C@@H](c2cc(OC)c(C)c(OC)c2OCc2ccccc2)[C@H](C)[C@H]2O[C@@]12C
  -6.2%&2.0% | 6.4%&5.3% | 3.3%&-6.3%
CC(=O)Nc1ccc(S(=O)(=O)Nc2ccc([N+](=O)[O-])cc2)cc1
  0.9% | ? | ?
COc1ccc(Oc2ncc3nc(CCc4ccccc4)c(=O)n(CCC#N)c3n2)cc1
  5.4% | 27.3% | 2.3%
CC(C)C[C@@H](CC(=O)N[C@H](CC(=O)N[C@@H]1CCCC[C@H]1C(=O)N[C@H](CC(=O)N[C@@H](CCC(=O)O)CC(=O)O)CC(C)C)C(C)C)NC(=O)[C@@H]1CNCC[C@H]1N
  -12.8% | -13.2% | -3.9%
CCNc1ncc2ncc(=O)n(C3CC3)c2n1
  -17.7% | -13.9% | -1.8%
c1ccc(C(OC2CCCN(CCc3ccc4c(c3)OCO4)C2)c2ccccc2)cc1 (centres undefined)
  -14.4% | -0.1% | -19.8%
O=c1c(-c2ccc(F)cc2)nc2cnc(Oc3ccccc3)nc2n1C[C@H]1CCCO1
  1.7% | 29.7% | 8.2%
IC(I)I
  6.3% | 3.2% | 5.1%
COC(=O)N1CCC[C@@]2(CCN(c3ccccn3)C2)C1
  -4.1% | -6.4% | -7.6%
COc1ccc(CNc2nc(-c3ccc(N(C)C)cc3)nc3ccccc23)c(OC)c1
  5.01µM* | 5.01µM* | ?
COC(=O)[C@H](CCSC)NC(=O)c1ccc(NC[C@@H](N)CS)cc1-c1ccccc1
  -17.7% | -30.2% | -1.2%
CNC1C(O)[C@@H]2OC(O[C@@H]3C(O)C(O)C(N)C[C@H]3N)C(N)C[C@H]2O[C@H]1O[C@@H]1OC(CO)C(N)C(O)C1O (some centres undefined)
  -5.2% | -6.9% | 5.5%
CS(=O)(=O)Nc1ccc([N+](=O)[O-])cc1OC1CCCCC1
  -13.4% | 15.7% | 16.1%[24.8 µM]
COc1cccc([C@@H]2Oc3ccc(Br)cc3C(=O)[C@H]2OC(=O)NS(=O)(=O)c2ccc(F)cc2)c1
  3.7% | -15.2% | -0.9%
CCN1C(=O)[C@H]2[C@H]3[C@H](O)[C@H](O)C/C(=N/OCc4ccccc4)[C@@H]3CC[C@@H]2C1=O
  -8.1%[10 µM] | 37.0%[10 µM] | -5.7%[11.7 µM]
NC1=NCCN1CC(=O)O
  1.3% | 16.7% | 0.7%
Cc1ccc(S(=O)(=O)NC(=O)NC2CCCC2)cc1
  4.8% | 18.2% | 8.2%
C[C@H]1NC(=O)NC1=O
  4.3%&3.1%[17 µM] | -27.9%&-17.0%[16.9 µM] | -0.8%&-9.5%[24.8 µM]
CNc1nc(-c2ccccc2CN(C)C)nc2ccccc12
  -18.6% | ? | -1.1%
CC[C@H]1NC(=O)c2cc(S(N)(=O)=O)c(Cl)cc2N1
  -28.6%[17 µM] | 10.2%[2.98 µM] | -0.3%[24.8 µM]
CC(=O)Nc1ccc(NC(=S)NC(=O)c2ccc(C(C)(C)C)cc2)cc1
  -4.8% | ? | 27.8%
COCCNc1ncnc2ccc(-c3cccc(NS(C)(=O)=O)c3)cc12
  -3.0% | ? | -10.8%
CN(C)c1ncc2nc(-c3ccccc3)c(=O)n(Cc3cccs3)c2n1
  -4.3% | -12.7% | 12.4%
C[C@@H](CN(C)C)CN1c2ccccc2CCc2ccccc21
  -10.9%[17 µM] | 4.4%[2.98 µM] | -21.3%[24.8 µM]
N#Cc1cccc(-c2nc3cnc(N4CCNCC4)nc3n(C3CC3)c2=O)c1
  ? | 12.6µM* | -2.9%
C/C(=C\COc1c2ccoc2cc2oc(=O)ccc12)CCC(O)C(C)(C)O (centres undefined)
  -4.3% | -14.1% | -7.0%
CC1(C)CCC[C@]2(C)C3CC(=O)O[C@@]3(C)CC[C@H]12 (some centres undefined)
  -5.1% | -4.7% | -12.5%[24.8 µM]
COc1ccccc1C1=Nn2c(nnc2-c2ccccc2O)SC1
  -1.1% | ? | 56.5%[activator]
Cn1c(=O)cnc2cnc(OCc3ccccc3)nc21
  1.3% | -7.6% | -1.0%
CNc1nc(-c2cccnc2)nc2ccccc12
  ? | 4.4% | -6.9%

More compounds.
Results follow in this order: VP16 counter | RORg inh | Menin-MLL TR inh
CS(=O)(=O)Nc1cccc(-c2nccc(NCc3ccccc3)n2)c1
  22.3% | 33.7% | 13.3%
CCCCCN(CCCCC)C(=O)[C@H](CCC(=O)O)NC(=O)[C@H](Cc1ccc(OP(=O)(O)O)cc1)NC(C)=O
  -1.3% | 12.0% | 16.5%
CC#CC(=O)Nc1cc2c(Nc3ccc(F)c(Cl)c3)ncnc2cn1
  4.4% | -1.3% | ?
CN(C)c1ccc2c(-c3ccccc3)c3ccc(=[N+](C)C)cc-3oc2c1
  3.16µM* | ? | ?
O=c1c2nc(Br)n([C@@H]3O[C@@H]4CO[P@@](O)(=S)O[C@H]4[C@H]3O)c2nc2[nH]c(-c3ccccc3)cn12
  -10.0% | 1.0% | -14.9%
O=P(O)(O)OC[C@H](O)CO
  -7.6% | 19.3%[10 µM] | -3.2%
COc1ccc(C(=O)N2CCC3(CCN(Cc4ccc(C#N)cc4)CC3)CC2)cc1
  -4.0% | -25.4% | 0.4%
CO[C@H]1[C@H](O[C@H]2O[C@@H](C)[C@@H](O[C@@H]3C[C@](C)(O)[C@H](OC(=O)CC(C)C)[C@H](C)O3)[C@@H](N(C)C)[C@@H]2O)[C@@H](CC=O)C[C@@H](C)[C@@H](O)/C=C\C=C/C[C@@H](C)OC(=O)C[C@H]1OC(C)=O
  2.8%[17 µM] | -11.6%[2.98 µM] | -8.6%[24.8 µM]
NC(=O)[C@@H]1CSSCCC(=O)N[C@@H](CCCCN=C(N)N)C(=O)NCC(=O)N[C@@H](CC(=O)O)C(=O)N[C@@H](Cc2c[nH]c3ccccc23)C(=O)N2CCC[C@H]2C(=O)N1
  1.6% | 22.0% | 2.6%
O=C(c1cnccn1)N1CCC2(CC1)CCN(c1cccc(-c3ccccc3)c1)CC2
  -19.4% | ? | 5.1%
O=C1C(c2[nH]c3ccccc3c2O)=Nc2ccccc21
  5.9%&5.4% | 1.7%&1.2% | 10.4%
CC(=O)NCCNc1nc(-c2ccc(N(C)C)cc2)nc2ccccc12
  -9.9% | -20.1% | -1.8%
O=c1c(-c2cccs2)nc2cnc(Nc3ccccc3)nc2n1C[C@H]1CCCO1
  6.0% | -15.4% | ?
CC(C)[C@@H](CC(=O)N[C@@H]1CCCC[C@H]1C(=O)N[C@H](CC(=O)N[C@@H](CCC(=O)O)CC(=O)O)Cc1ccccc1)NC(=O)C[C@H](Cc1c[nH]c2ccccc12)NC(=O)[C@@H]1CCCC[C@H]1N
  -3.5% | -4.6% | -4.1%
O=c1c(-c2ccccc2)nc2cnc(Oc3cccc(Cl)c3)nc2n1C1CC1
  -6.2% | 12.6% | -9.0%
CN1CCc2nc(-c3ccccc3)c(-c3ccccc3)cc2C1
  3.0%[10 µM] | -19.4%[10 µM] | 12.7%[11.7 µM]

Some of these compounds in order of molecular weight, descending.
Results follow in this order: VP16 counter | RORg inh | Menin-MLL TR inh
NC(=O)[C@@H]1CSSCCC(=O)N[C@@H](CCCCN=C(N)N)C(=O)NCC(=O)N[C@@H](CC(=O)O)C(=O)N[C@@H](Cc2c[nH]c3ccccc23)C(=O)N2CCC[C@H]2C(=O)N1
  1.6% | 22.0% | 2.6%
O=c1c(-c2cccs2)nc2cnc(Nc3ccccc3)nc2n1C[C@H]1CCCO1
  6.0% | -15.4% | ?
CN1CCc2nc(-c3ccccc3)c(-c3ccccc3)cc2C1
  3.0%[10 µM] | -19.4%[10 µM] | 12.7%[11.7 µM]
O=P(O)(O)OC[C@H](O)CO
  -7.6% | 19.3%[10 µM] | -3.2%
